TDP1 block = qHTS Assay for Inhibitors of Tyrosyl-DNA Phosphodiesterase (TDP1). Potency, µM (series often up to 130 µM), without a hit: at the highest dose activity change, negative = inhibition, usual class: inhibitors. actives 0.28% (n = 350,000). recombinant TDP1, AlphaScreen DNA substrate cleavage. Tyrosyl-DNA phosphodiesterase 1 (Homo sapiens), Q9NUW8. AID 485290, 2010; further: nearly all actives have a fitted effect of over 40% in size
Target sequence (Q9NUW8 whole entry, looked up): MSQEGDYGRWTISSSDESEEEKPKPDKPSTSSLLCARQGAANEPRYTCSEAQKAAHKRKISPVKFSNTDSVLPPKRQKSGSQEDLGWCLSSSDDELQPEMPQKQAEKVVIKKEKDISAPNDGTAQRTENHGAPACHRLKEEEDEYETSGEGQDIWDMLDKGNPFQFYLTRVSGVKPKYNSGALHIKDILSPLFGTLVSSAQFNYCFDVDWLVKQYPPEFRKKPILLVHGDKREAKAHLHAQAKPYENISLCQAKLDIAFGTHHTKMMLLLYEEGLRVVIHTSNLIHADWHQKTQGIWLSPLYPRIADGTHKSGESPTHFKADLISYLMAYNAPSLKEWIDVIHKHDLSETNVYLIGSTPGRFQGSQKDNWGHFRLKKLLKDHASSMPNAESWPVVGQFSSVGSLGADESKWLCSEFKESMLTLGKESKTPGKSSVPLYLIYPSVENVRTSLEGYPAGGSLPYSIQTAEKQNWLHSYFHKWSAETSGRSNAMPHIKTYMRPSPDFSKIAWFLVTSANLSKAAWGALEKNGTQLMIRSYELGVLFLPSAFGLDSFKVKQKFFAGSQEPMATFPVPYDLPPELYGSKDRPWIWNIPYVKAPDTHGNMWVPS
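Here, a 5' biotin and 3' phosphotyrosine-FITC DNA oligonucleotide reports Tdp1 activity: intact substrate bridges AlphaScreen beads, while cleavage leaves a 3' phosphate and drops signal. All incubations at room temperature.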
TDP1 cell CPT = qHTS for Inhibitors of human tyrosyl-DNA phosphodiesterase 1 (TDP1): qHTS in cells in presence of CPT; actives 12% (n = 420,000); Potency, µM (top dose mostly 46.2 µM), without a hit: at the highest dose activity change, negative = growth inhibition, actives largely listed as inhibitors; chicken DT40 Tdp1-/-;hTDP1 cells + 20 nM CPT, ATP luminescence, 48 h; further: nearly all actives have a fitted effect of over 55% in size
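Chicken DT40 Tdp1-/- cells stably complemented with human TDP1 were seeded at 400 cells/well in medium containing 20 nM camptothecin, exposed to pin-transferred compounds, and grown at 37 °C for at least 48 hr. Viability was read as ATP luminescence.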
TDP1 cell noCPT = qHTS for Inhibitors of human tyrosyl-DNA phosphodiesterase 1 (TDP1): qHTS in cells in absence of CPT; Potency, µM (doses to about 46.2 µM), inactives show at the highest dose activity change, negative = growth inhibition, hits mostly inhibitors; AID 686978, 2013; DT40 Tdp1-/- hTDP1 cells, no CPT, ATP luminescence, 48 h; actives 15% (n = 420,000); further: nearly all actives have a fitted effect of over 55% in size
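Readout: luminescence from CellTiter-Glo after 30 min in the dark at RT. Cells: DT40 Tdp1-/- with stable hTDP1, 400/well. Exposure: compounds alone, ≥48 hr, 37 °C.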
Active calls of the source: *; ? = inconclusive; . = not tested or not shown; & = joins results of further samples; [ ] = dose if it differs, or a comment. The call rests on the fitted dose curve; in most records, active means well fitted curve in the direction sought with a large enough effect; inconclusive means small, poorly fitted or top-dose-only effect, or another doubt; inactive means no such curve, though single readings can be large; an effect the other way counts as inactive or inconclusive. On the % scale 0 is the no-effect control and ±100 the full control effect; potency means the concentration at half of the fitted maximal effect.

SMILES | TDP1 block | TDP1 cell CPT | TDP1 cell noCPT
O=c1cc(CO)oc(C(Nc2ccccn2)c2cccc(F)c2)c1O (stereo not drawn) | 5% | 3% | -6%
O=C(NC1(c2ccccc2)CC1)C1CCC(=O)N(Cc2ccc(Cl)cc2)C1 (stereo not drawn) | 3% | ? | 4%
O=c1c2c3c(sc2n2cnnc2n1CCc1ccccc1)CCCC3 | 2% | ? | ?
NS(=O)(=O)c1ccc(NC(=O)COC(=O)Cc2c[nH]c3ccccc23)cc1 | 2% | -1% | -15%
COC(=O)c1cn(-c2ccccc2)nc1-c1ccccc1 | -1% | ? | -24%
O=C(c1ccc2ccccc2c1)N1CCN(Cc2ccccc2)CC1 | . | ? | -20%
CC1(C)CC(NC(=O)c2ccc3c(c2)OCO3)CC(C)(C)N1 | 2% | 15% | -2%
COc1ccc(C/C(N)=N/n2cnnc2)cc1 | 2% | -3% | -12%
Cc1cccc(OCC(=O)N2CCN(C(=O)c3ccc([N+](=O)[O-])cc3)CC2)c1 | -5% | ? | -12%
Cc1ccccc1C(=O)NC1CCN(Cc2nnnn2CCc2ccccc2)CC1 | -4% | -4% | -22%
CS(=O)(=O)c1[nH]nc(-c2cccc(Cl)c2)c1C#N | . | 0% | -1%
COC(CNC(=O)CCc1c(C)nc2c(-c3ccccc3)c(C)nn2c1C)OC | . | ? | -3%
CCOc1ccc(-c2[nH]nc3c2C(c2ccc(O)cc2)C(C#N)=C(N)O3)cc1 (stereo not drawn) | -3% | -26% | -13%
O=C(COc1ccc2c(C(F)(F)F)cc(=O)oc2c1)Nc1ccc(N2CCOCC2)cc1 | -1% | -23% | 0%
COc1ccccc1Oc1coc2cc(O)ccc2c1=O | 11%&2% | ? | ?
CCn1ncc(Br)c1C(=O)NC1CCCCCCC1 | -2% | ? | -17%
Cc1ccc(C=C(C#N)C(=O)c2ccccc2)cc1 | . | -15% | 1%
CCCc1cc(=O)[nH]c(SCC(=O)c2cc(C)n(-c3c(C)n(C)n(-c4ccccc4)c3=O)c2C)n1 | 8% | 11% | -5%
COCCNC(=S)N(CCc1c(C)[nH]c2ccccc12)Cc1ccco1 | 5% | -29% | -16%
CCOC(=O)CSc1nnc2n(-c3ccccc3)c(=O)c3c4c(sc3n12)COC(C(C)C)C4 (stereo not drawn) | . | ? | ?
COc1ccc(C2=NN(C(C#N)c3ccc(OC)c(OC)c3)C(c3ccccc3)C2)cc1 (stereo not drawn) | 10% | ? | 21µM*
CCOC(=O)Cc1csc(NC(=O)COc2c(C)cccc2C)n1 | 0% | 10% | ?
O=c1c(Cc2c(F)cccc2Cl)c(O)ccn1Cc1ccc2c(c1)OCO2 | 0% | -1% | 1%
Cc1ccc(CNC(=O)c2nc(SCc3ccccc3C)ncc2Cl)cc1 | 2% | ? | ?
O=C1OCCN1C(=O)[C@H]1[C@H](c2ccccc2)C(c2ccc(F)cc2)=NN1c1ccc(Br)cc1 | -6%[56.1 µM] | ? | ?
NS(=O)(=O)c1ccc(NC(=O)COc2ccc(S(=O)(=O)N3CCCC3)cc2)cc1 | 4% | -20% | -21%
CCOC(=O)c1ccc(CN(Cc2ccc(C)cc2)S(=O)(=O)c2cccc([N+](=O)[O-])c2)cc1 | 3% | 4% | ?
COCCn1c(SCC(=O)N2CCCc3ccccc32)nnc1-c1ccoc1C | 2% | -3% | -2%
CCOc1cccc2cc(C(=O)N3CCc4ccccc4C3)c(=O)oc12 | 1% | -21% | -18%
O=C(c1ccccc1)c1ccc(-c2ccc(O)cc2)cc1 | 3% | -1% | -27%
CN(Cc1ccc(Br)s1)C(=O)CNC(=O)c1ccc2c(c1)OCO2 | 1% | 13% | -3%
COCCN(C(=O)COC(=O)/C=C/c1ccc(C(F)(F)F)cc1)c1c(N)n(Cc2ccccc2)c(=O)[nH]c1=O | -7% | 21µM* | 21µM*
CN(CC(=O)Nc1ccncc1)S(=O)(=O)c1ccccc1 | 1% | -24% | -25%
Nc1cc(N2CCCCC2)nc(N)[n+]1OS(=O)(=O)[O-] | 0%&1% | -5%[92.5 µM] | 4%[92.5 µM]
C[C@H]1CN([C@@H](C)CO)C(=O)CCCn2nncc2CO[C@@H]1CN(C)Cc1cccc(O)c1 | . | 2% | -4%
Cc1ccc(S(=O)(=O)Cc2nc(-c3ccc(C(=O)NCc4ccccc4C)cc3)oc2C)cc1 | -3% | ? | ?
CCn1c(COc2cccc3ccccc23)nnc1SCC(=O)OC1CCCCC1 | -6% | -1% | -12%
C=CCN1CCN(C(c2cccc(OC)c2OC)c2nnnn2CCC(C)C)CC1 (stereo not drawn) | 6% | 26µM* | 23µM*
O=C(CSc1nnc2c(n1)[nH]c1ccccc12)Nc1ccc(S(=O)(=O)Nc2ncccn2)cc1 | 5% | -22% | -1%
O=C(NCC1CCCCC1)c1cc([N+](=O)[O-])ccc1Cl | 2% | -4% | -20%
COc1ccc(OC)c(C2=NOC(C(=O)Nc3cc(C)nn3-c3ccccc3)C2)c1 (stereo not drawn) | 0% | -24% | ?
O=C(COC(=O)c1cccc([N+](=O)[O-])c1)NCc1ccc2c(c1)OCO2 | 3% | 5% | 1%
C/C(CC(=O)N1CCN(C=O)CC1)=N\NC(=O)c1ccc(Br)cc1 | -3% | 5% | -7%
Cc1cc(Cl)ccc1NC(=O)CN1C(=O)NC2(CCCC2)C1=O | . | 3% | -13%
O=C1Nc2ccccc2N=C(c2ccccc2)C1N1CCOCC1 (stereo not drawn) | 5% | 1% | -17%
O=C(Nc1ccc2c(c1)OCO2)C(c1ccccc1)N1CCCCC1 (stereo not drawn) | 1% | -19% | -23%
Cc1cccc(C)c1NC(=O)C(c1ccccc1)N1CCOCC1 (stereo not drawn) | -2% | -9% | -13%
CCc1ccc2[nH]c(=O)c(CN(CCN(CC)CC)C(=O)NC3CCCCC3)cc2c1 | 10% | 15µM* | 26µM*

Some values from the list:
Entry of `Cc1cc(Cl)ccc1NC(=O)CN1C(=O)NC2(CCCC2)C1=O` under TDP1 cell noCPT: -13%
Entry of `COc1ccc(OC)c(C2=NOC(C(=O)Nc3cc(C)nn3-c3ccccc3)C2)c1` (stereo not drawn) under TDP1 block: 0%
Entry of `Cc1cccc(C)c1NC(=O)C(c1ccccc1)N1CCOCC1` (stereo not drawn) under TDP1 block: -2%
Entry of `C/C(CC(=O)N1CCN(C=O)CC1)=N\NC(=O)c1ccc(Br)cc1` under TDP1 cell CPT: 5%

(continued)
SMILES | TDP1 block | TDP1 cell CPT | TDP1 cell noCPT
Cc1cc(NC(=O)NN2CCOCC2)nn1-c1c(Cl)cccc1Cl | -4% | 2% | -30%
C[C@@H]1CN([C@H](C)CO)C(=O)CCCn2cc(nn2)CO[C@H]1CN(C)C(=O)C1CC1 | . | 20% | ?
O=C(C[n+]1ccc(Cc2ccccc2)cc1)Nc1ccccc1 | 5% | ? | ?
Cc1nnc2ccc(N3CCCC3)nn12 | 0% | 0% | 3%
O=C1CCc2cc(Br)ccc2O1 | . | 1% | ?
CCOc1ccc(NC(=O)N(Cc2c[nH]c3ccccc23)C2CCCCCC2)cc1 | 7% | 9.2µM* | ?
CC(C)Oc1ccc2ccccc2c1CNC[C@H]1O[C@@H](n2cnc(C(N)=O)n2)[C@H](O)[C@@H]1O | . | 29% | -13%
Cc1cc(C)n(CC(=O)NC2C(=O)N3C(C(=O)O)=C(CSc4nnc(C)s4)CSC23)n1 (stereo not drawn) | . | -9% | 4%
CCOC(=O)C1C(=O)CC(=O)C(C(=O)OCC)C1c1ccc(O)cc1 (stereo not drawn) | . | 3% | -3%
CCCn1nc(-c2ccccc2)c2nc3ccccc3nc21 | -4% | 0% | -20%
COc1cccc2cc(C(C)N(CCCN3CCOCC3)C(=S)Nc3ccc(C)c(C)c3)oc12 (stereo not drawn) | 6% | -10% | -26%
CC(C)(C)n1cnc2cc(NCc3ccccc3O)ccc21 | . | ? | ?

Three compounds out of the list, arranged by SMILES length, low to high.
SMILES | TDP1 block | TDP1 cell CPT | TDP1 cell noCPT
Cc1cc(NC(=O)NN2CCOCC2)nn1-c1c(Cl)cccc1Cl | -4% | 2% | -30%
Cc1cc(C)n(CC(=O)NC2C(=O)N3C(C(=O)O)=C(CSc4nnc(C)s4)CSC23)n1 (stereo not drawn) | . | -9% | 4%
CC(C)Oc1ccc2ccccc2c1CNC[C@H]1O[C@@H](n2cnc(C(N)=O)n2)[C@H](O)[C@@H]1O | . | 29% | -13%

The results go on:
SMILES | TDP1 block | TDP1 cell CPT | TDP1 cell noCPT
COc1ccc(OC)c(-c2cc(C(=O)Nc3c(C)nn(Cc4ccccc4)c3C)no2)c1 | 6% | 18µM* | 23µM*
CC(C)n1cnnc1SCC(=O)Nc1cccnc1Cl | 1% | 8% | -5%
CCOC(=O)/C(C(N)=NC)=C(\O)c1ccccc1 | -2% | -12% | -14%
O=C(OCc1ccccc1)N1CCC2CC1c1cc(N3CCNCC3)ccc12 (stereo not drawn) | . | ? | 16µM*
O=C(O)c1ccc(-n2cc(-c3cc4ccccc4oc3=O)[nH]c2=S)cc1 | 6% | 2% | -18%
Cc1oc(C(C)(C)C)cc1C(=O)Nc1cccc(/C=C\C(=O)O)c1 | -5% | -8% | 0%
CCOc1cccc(C(=O)Nc2nccs2)c1 | 1% | -12% | -3%
CN(C)CC(C)(C)CNc1ccc(S(=O)(=O)N2CCCC2)cn1 | 1% | 10% | -6%
Cc1cccc(-n2c(Cc3cc(=O)[nH]c(=O)[nH]3)nnc2SCC(=O)N2CCc3ccccc32)c1 | -3% | -21% | -16%
O=C(CCS(=O)(=O)Cc1ccccc1)Nc1nncs1 | 3% | ? | -92%
CCCOc1ccc(C2c3c(oc4ccccc4c3=O)C(=O)N2CCCN2CCOCC2)cc1 (stereo not drawn) | 3% | ? | ?
CCN(c1ccccc1)S(=O)(=O)c1ccc(C(=O)Nc2ncccc2C)cc1 | . | 1% | -10%
Cc1nnc(N2CCN(c3ccccc3)CC2)c2c1nnn2Cc1ccc(F)cc1 | 0% | 16µM* | ?
O=C(Nc1ccc2c(c1)OCO2)C1CCN(C(=O)c2cccs2)CC1 | -1% | 0% | -8%
Cc1ccc(S(=O)(=O)N2CCC(C(=O)OCC(=O)N(CC(C)C)C3CCS(=O)(=O)C3)CC2)cc1C (stereo not drawn) | -11% | 3% | 2%
O=S(=O)(Cc1ccccc1)C1CCCCC1O (stereo not drawn) | . | 6% | 4%
O=C(NN=Cc1ccccc1Cl)c1ccc([N+](=O)[O-])cc1 | . | 6% | 2%
COCCNC(=O)c1sc(=O)n(Cc2ccc(SC)cc2)c1C | . | -20% | ?
CCCCCn1c(SCC(=O)CC(=O)OCC)nc2cc(C(=O)N3CCC(C(N)=O)CC3)ccc2c1=O | 5% | 1% | 2%
Cc1ccc(C)c(-c2[nH]c3c(c2-c2c(-n4cccc4)n(C)c(=O)n(C)c2=O)c(=O)n(C)c(=O)n3C)c1 | 3% | ? | 2%
Cc1ccc(C(C(=O)NCc2ccc(F)cc2)N(CCCO)C(=O)C2COc3ccccc3O2)o1 (stereo not drawn) | -5% | ? | ?
Cc1occc1C(=O)NNC(=O)c1cccc(F)c1 | -2% | 2% | -5%
O=C(CNCCO)N1N=C(c2cccs2)CC1c1cccs1 (stereo not drawn) | 8% | -21% | -26%
COc1ccc(C(=O)NC2CC2)cc1OC1CCN(Cc2cnn(C)c2)CC1 | 4% | -4% | 4%

A section taken from the entries so far, as a working copy:
SMILES | TDP1 block | TDP1 cell CPT | TDP1 cell noCPT
O=S(=O)(Cc1ccccc1)C1CCCCC1O (stereo not drawn) | . | 6% | 4%
O=C(NN=Cc1ccccc1Cl)c1ccc([N+](=O)[O-])cc1 | . | 6% | 2%
COCCNC(=O)c1sc(=O)n(Cc2ccc(SC)cc2)c1C | . | -20% | ?
CCCCCn1c(SCC(=O)CC(=O)OCC)nc2cc(C(=O)N3CCC(C(N)=O)CC3)ccc2c1=O | 5% | 1% | 2%

(more compounds)
SMILES | TDP1 block | TDP1 cell CPT | TDP1 cell noCPT
C/C(=N\NC(=O)c1ccccc1F)c1cccc(NC(=O)c2ccc(C)cc2)c1 | 2%[56.1 µM] | ? | 16µM*
COc1ccccc1OCc1ccc(C(=O)n2nc(C)c(Cl)c2C)o1 | 0% | 3% | -6%
COc1ccc(NC2CCCN(C(=O)CSc3ccncc3)C2)cc1 (stereo not drawn) | 9% | -18% | ?
COc1ccc(C(=O)Nc2ccc3c(c2)nc2n3CCSC2)cc1 | -3% | 17% | -20%
C[C@H]1CN([C@@H](C)CO)C(=O)CCCn2nncc2CO[C@H]1CN(C)S(=O)(=O)c1ccc(C#N)cc1 | . | -11% | -10%
COc1ccc(Cl)cc1NC(=O)CSC1=Nc2ccccc2C2=NC(CC(=O)NCc3ccc4c(c3)OCO4)C(=O)N12 (stereo not drawn) | 0% | ? | ?
